Screening data: PubChem, several laboratories
3CLpro inhibitor – SARS-CoV 3CLpro protease inhibition; P0C6X7; recombinant SARS-CoV 3CLpro, quenched FRET peptide cleavage; inhibition, % at 6 µM; hit rate 0.14% among 290,000; AID 1706; in the data active = inhibition above about 12%
MazEF act – increases E. coli MazEF RNase cleavage of RNA | activation, % at 20 µM | hit rate 0.32% among 350,000 | FAM/BHQ RNA-DNA oligo cleavage fluorescence, 5 h | AID 504720 | P0AE70; in the data active = activation above about 50%
Target sequence (P0AE70 whole entry, looked up): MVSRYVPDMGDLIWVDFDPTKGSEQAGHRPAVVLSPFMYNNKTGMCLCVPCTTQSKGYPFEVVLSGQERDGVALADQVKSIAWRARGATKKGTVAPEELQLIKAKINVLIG
DUSP3 inh – blocks human VHR1 dual specificity phosphatase; P51452; recombinant VHR phosphatase, pNPP absorbance; inhibition, % at 13.3 µM; hit rate 0.52% among 290,000; in the data active = inhibition above about 50%; note: some compounds called inactive have numbers as strong as hits
Target sequence (P51452 whole entry, looked up): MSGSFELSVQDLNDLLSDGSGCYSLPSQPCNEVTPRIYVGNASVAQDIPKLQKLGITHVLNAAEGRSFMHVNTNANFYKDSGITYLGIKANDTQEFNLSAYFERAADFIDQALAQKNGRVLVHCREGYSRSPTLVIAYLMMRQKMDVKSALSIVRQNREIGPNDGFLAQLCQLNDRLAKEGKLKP
Anthrax LF prot – blocks Bacillus anthracis lethal factor protease; AID 588501; P15917; inhibition, % at 10 µM; multiplex microsphere protease cleavage assay, LF; hit rate 0.12% among 360,000; in the data active = inhibition above about 30%; note: plate controls were buffer without enzyme for full effect and enzyme alone for no effect
Y pestis TopoI – inhibitors of Yersinia pestis topoisomerase I; AID 504884; Y. pestis Topo-I cleavage product accumulation, plate reader; hit rate 0.064% among 360,000; activity, % at 10 µM; in the data active = activity above about 50%, passing the limit was not always enough; note: inactives centre near 2
BH1578 lux ind – quorum light induction in luxS cqsA deficient V. cholerae; activation, % at 18.7 µM; AID 588436; hit rate 0.16% among 350,000; V. cholerae BH1578 lux reporter, luminescence, 6 h; in the data active = activation mostly above about 9.7%, no sharp cut-off; note: not every result past the cut was called active; inactives centre near 0; reference of the scale not given here
SSB-PriA inh – inhibitors of Klebsiella pneumoniae PriA binding to SSB C-terminal tail. AlphaScreen SSBct-PriA binding, biotinylated peptide. AID 1272365. inhibition, % at 33 µM. hit rate 0.6% among 430,000; in the data active = inhibition mostly above about 37%, no sharp cut-off; inactive = mostly below about 20%;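 note: plate controls were negative control peptide for no effect and reference peptide for full effect; strong numbers were not always called active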
TcdB GH inh – blocks C. difficile toxin B glycohydrolase activity. P18177. TcdB glycohydrolase enzymatic assay, plate reader. inhibition, % at 9.99 µM. hit rate 0.24% among 350,000; in the data active = inhibition above about 10%
Rv3671c protease – inhibits the M. tuberculosis serine protease Rv3671c. AID 2606. P9WHR9. inhibition, % at 5.96 µM. hit rate 0.048% among 320,000; in the data active = inhibition above about 38%;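 note: extracellular domain of Rv3671c used as enzyme; 0% = enzyme with DMSO and 100% = no enzyme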
Target sequence (P9WHR9 whole entry, looked up, the tested form may be a part): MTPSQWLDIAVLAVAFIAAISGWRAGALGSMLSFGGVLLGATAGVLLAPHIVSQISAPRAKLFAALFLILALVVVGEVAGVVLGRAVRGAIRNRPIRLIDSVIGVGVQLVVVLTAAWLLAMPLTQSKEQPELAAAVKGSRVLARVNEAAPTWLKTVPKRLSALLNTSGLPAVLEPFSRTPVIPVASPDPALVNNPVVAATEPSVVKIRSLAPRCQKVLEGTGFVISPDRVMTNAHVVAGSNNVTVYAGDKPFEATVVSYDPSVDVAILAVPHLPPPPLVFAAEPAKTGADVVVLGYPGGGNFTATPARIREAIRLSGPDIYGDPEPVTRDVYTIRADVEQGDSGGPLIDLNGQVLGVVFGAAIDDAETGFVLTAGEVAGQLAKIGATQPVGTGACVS
PfHsp40 rescue – compounds rescuing yeast from Plasmodium falciparum HSP40 toxicity | S. cerevisiae expressing PfHsp40, growth rescue, ATP luminescence | growth rescue, % at 12.5 µM | hit rate 0.68% among 340,000 | AID 504582; in the data active = growth rescue above about 28%, passing the limit was not always enough;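 note: yeast W303a lacking pdr1 and pdr3 grown in galactose medium; growth measured after three days at 30 °C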
Starred values were filed as active, the others as inactive; i = inactive; . = not tested or not shown.

SMILES | 3CLpro inhibitor | MazEF act | DUSP3 inh | Anthrax LF prot | Y pestis TopoI | BH1578 lux ind | SSB-PriA inh | TcdB GH inh | Rv3671c protease | PfHsp40 rescue
O=C(CCN1C(=O)/C(=C/C=C/c2ccccc2)SC1=S)Nc1nc2ccccc2s1 | -3 | -23 | -6 | 28 | 2 | -0.1 | -8 | -0.5 | -14 | 0.5
Cc1cc(NS(=O)(=O)c2ccc(NC(=O)NC(C)(C(F)(F)F)C(F)(F)F)cc2)no1 | 1 | 8 | 21 | -1 | 9 | -0.5 | -11 | . | -1 | 1.1
O=C(CSc1ccccc1C(=O)O)NC12CC3CC(CC(C3)C1)C2 | 5 | 1 | 13 | -5 | -3 | -0.3 | -1 | -0.5 | 1 | -0.1
COc1ccc(OC)c(NC(=O)CSc2nnc(-c3cccnc3)s2)c1 | 5 | 0 | 12 | -6 | 2 | i | -1 | -1.5 | -13 | -0.5
COc1cc(C=C2C(=O)c3ccccc3C2=O)ccc1O | 0 | 2 | 29 | -11 | 3 | i | -12 | 1.2 | -3 | 0.7
COc1ccccc1N1C(=O)NC(=O)/C(=C\c2cnn(-c3ccccc3)c2)C1=O | -2 | -10 | 4 | 4 | -3 | -0.4 | -1 | 0.0 | -8 | 0.8
CCN(CC)c1ccc(C(=O)OCc2cc(=O)oc3cc(O)ccc23)cc1 | -2 | 2 | 16 | -2 | -4 | -0.3 | -14 | . | -6 | -2.7
N/C(=N/OS(=O)(=O)c1ccc([N+](=O)[O-])cc1)c1ccncc1 | 1 | -4 | 6 | -3 | -3 | i | . | 0.4 | 0 | -0.9
COc1cc(CNc2ncnc3c2ncn3[C@H]2CN(Cc3cccc(C(F)(F)F)c3)C[C@@H](CO)O2)cc(OC)c1OC | . | . | . | -2 | 18 | -0.7 | . | -6.9 | . | .
COC(=O)C1=C(Nc2cc(Cl)cc(Cl)c2)CSC1 | -3 | 8 | 16 | 16 | 7 | -0.9 | -14 | 1.0 | 1 | -0.7
CCc1nnc(NC(=O)CSc2nnc(Cc3cccn3C)n2CCOC)s1 | -3 | 4 | 29 | -7 | 4 | -0.1 | -3 | 0.4 | -6 | -0.4
CCc1ccc(-c2nc(CN3CCCC(C(=O)NCCc4ccc(OC)c(OC)c4)C3)c(C)o2)cc1 (stereo not given) | -1 | -7 | 37 | -6 | 9 | -1.4 | 7 | . | 8 | 1.6
C=CCC1(CN2CCCCCC2=O)C(=O)NC(=O)NC1=O | 3 | 5 | -13 | -6 | 3 | i | -7 | . | -1 | -2.1
O=C(c1cccc(O)c1)N1CCN(C(=O)C2CC2)CC1 | . | 3 | . | -2 | 1 | 1.4 | -5 | 1.9 | 2 | -0.7
CN(C)c1ccc(C(=O)n2nnc3ccccc32)cc1 | -4 | -2 | 27 | 4 | 5 | i | -10 | . | 0 | -1.7

Reformatted tab-delimited: part of the list above
canonical_smiles	3CLpro inhibitor	MazEF act	DUSP3 inh	Anthrax LF prot	Y pestis TopoI	BH1578 lux ind	SSB-PriA inh	TcdB GH inh	Rv3671c protease	PfHsp40 rescue
O=C(CCN1C(=O)/C(=C/C=C/c2ccccc2)SC1=S)Nc1nc2ccccc2s1	-3	-23	-6	28	2	-0.1	-8	-0.5	-14	0.5
Cc1cc(NS(=O)(=O)c2ccc(NC(=O)NC(C)(C(F)(F)F)C(F)(F)F)cc2)no1	1	8	21	-1	9	-0.5	-11	.	-1	1.1
O=C(CSc1ccccc1C(=O)O)NC12CC3CC(CC(C3)C1)C2	5	1	13	-5	-3	-0.3	-1	-0.5	1	-0.1
COc1ccc(OC)c(NC(=O)CSc2nnc(-c3cccnc3)s2)c1	5	0	12	-6	2	i	-1	-1.5	-13	-0.5
COc1cc(C=C2C(=O)c3ccccc3C2=O)ccc1O	0	2	29	-11	3	i	-12	1.2	-3	0.7
COc1ccccc1N1C(=O)NC(=O)/C(=C\c2cnn(-c3ccccc3)c2)C1=O	-2	-10	4	4	-3	-0.4	-1	0.0	-8	0.8
CCN(CC)c1ccc(C(=O)OCc2cc(=O)oc3cc(O)ccc23)cc1	-2	2	16	-2	-4	-0.3	-14	.	-6	-2.7
N/C(=N/OS(=O)(=O)c1ccc([N+](=O)[O-])cc1)c1ccncc1	1	-4	6	-3	-3	i	.	0.4	0	-0.9
COc1cc(CNc2ncnc3c2ncn3[C@H]2CN(Cc3cccc(C(F)(F)F)c3)C[C@@H](CO)O2)cc(OC)c1OC	.	.	.	-2	18	-0.7	.	-6.9	.	.
COC(=O)C1=C(Nc2cc(Cl)cc(Cl)c2)CSC1	-3	8	16	16	7	-0.9	-14	1.0	1	-0.7
CCc1nnc(NC(=O)CSc2nnc(Cc3cccn3C)n2CCOC)s1	-3	4	29	-7	4	-0.1	-3	0.4	-6	-0.4
CCc1ccc(-c2nc(CN3CCCC(C(=O)NCCc4ccc(OC)c(OC)c4)C3)c(C)o2)cc1 (stereo not given)	-1	-7	37	-6	9	-1.4	7	.	8	1.6

Following part.
SMILES | 3CLpro inhibitor | MazEF act | DUSP3 inh | Anthrax LF prot | Y pestis TopoI | BH1578 lux ind | SSB-PriA inh | TcdB GH inh | Rv3671c protease | PfHsp40 rescue
CCOC(=O)C(=CNc1ccc(C(O)(C(=O)OCC)C(F)(F)F)cc1C)C(=O)OCC (stereo not given) | 1 | -3 | -8 | -1 | 21 | -0.3 | -29 | . | -13 | 2.9
N#CC1(NC(=O)COC(=O)CCCN=C2NS(=O)(=O)c3ccccc32)CCCCC1 | 0 | 2 | 12 | 3 | 7 | -0.4 | -14 | -3.1 | 2 | 0.0
CC(C)CN(CC(C)C)C(=O)C1C2c3ccccc3C(c3ccccc32)C1C(=O)O (stereo not given) | 5 | 1 | 6 | 1 | 3 | i | -6 | -5.0 | . | -1.3
COc1ccccc1CNC(=O)C1CCN(S(C)(=O)=O)CC1 | 2 | 3 | -10 | -2 | 5 | i | 2 | . | -5 | -0.6
COC(=O)CCCCC1SCC(NC(=O)OC)C1NC(=O)OC (stereo not given) | -8 | 6 | 13 | 2 | -3 | -1.0 | -7 | . | -3 | -1.4
CCC(C)(C(=O)NC1CCCC1)N(C)C(=O)Cc1c[nH]c2ccccc12 (stereo not given) | -4 | 0 | 25 | -4 | 2 | -0.4 | 7 | -0.1 | -4 | -0.5
O=C(NCc1ccncc1)NC1CCCCC1 | -3 | 10 | 3 | 0 | 2 | 3.8 | 1 | 1.4 | 4 | -3.1
O=C(c1cc2ccccc2o1)N(Cc1ccco1)Cc1cccs1 | . | -10 | . | 2 | 50 | i | -32 | -0.6 | -3 | 165*
NC(N)=NNC(=O)c1ccccc1Cl | -6 | -3 | 48 | -1 | -2 | -0.4 | -10 | . | 6 | 0.5
Cc1cccc(NC(=O)C2CCCN(C(=O)Nc3ccccc3)C2)c1C (stereo not given) | -3 | -1 | 18 | -1 | -3 | i | 1 | . | 3 | -0.1
COc1cccc(C(=O)N(Cc2ccco2)Cc2cc3cccc(C)c3[nH]c2=O)c1 | 6 | 0 | -4 | -3 | 22 | -0.3 | -7 | . | -2 | -1.5
Cn1c(CNC(=O)c2ccccc2F)nnc1SCC(=O)Nc1nncs1 | 1 | 7 | 10 | -5 | -1 | -0.2 | -3 | 1.2 | 14 | 0.5
COc1cc(S(=O)(=O)n2ccc(C)n2)c(C)cc1C | . | 5 | . | -10 | 6 | -6.0 | . | 0.9 | . | .
O=C1C2C3C=CC(C2C(=O)N1CCO)C1C(=O)N(CCO)C(=O)C31 (stereo not given) | -2 | 3 | -6 | 0 | 1 | i | -1 | 0.2 | -11 | -0.6
NS(=O)(=O)c1ccc(NC(=S)NCc2cccs2)cc1 | 0 | 18 | 27 | -5 | 1 | -0.6 | -5 | 0.9 | 0 | 2.8
COc1ccc(OC)c(C(=O)COC(=O)c2cccnc2SC)c1 | . | 4 | . | 0 | 22 | i | -9 | 0.4 | . | -1.6
O=C(Cn1cc(/C=N/NC(=O)c2ccccc2Br)c2ccccc21)Nc1ccc(F)cc1 | 5 | 4 | -13 | -2 | 5 | . | . | 1.2 | 0 | 0.3
O=C(COc1ccc2ccccc2c1Br)NCc1ccccn1 | 7 | 5 | 19 | -1 | 27 | i | -4 | -0.8 | -6 | -0.2
CC(NC(=O)C1CCCN(C(=O)N(C)C)C1)c1ccccc1 (stereo not given) | 4 | -4 | 22 | -2 | 2 | -0.4 | -18 | . | 0 | 1.0
Cc1csc(NC(=O)c2cccc([N+](=O)[O-])c2C(=O)O)n1 | -3 | -28 | 8 | -6 | 3 | i | -14 | -2.9 | -1 | -2.2
CCOc1ccc(NC(=O)CNc2ccc(C)cc2Cl)cc1 | -2 | 0 | -23 | 7 | -7 | -0.5 | -15 | . | 6 | 13
Cc1cc(C)nc(Sc2nc(C)nc3c2oc2ccccc23)n1 | -2 | 1 | 27 | 0 | 0 | -0.4 | -14 | . | -6 | 0.4
CN(C)c1nc(OCC(=O)NC(C)(C)C)nc(N(C)C)n1 | 3 | -1 | 7 | -2 | 0 | -7.1 | -16 | . | 5 | -0.9
CCCCNC(=O)C1c2cc(OC)c(OC)cc2C(=O)N(C)C1c1ccc(OC)cc1 (stereo not given) | 0 | -9 | 11 | -1 | 2 | -0.4 | -9 | . | -5 | -1.9
Cc1ccc2oc(=O)n(CC(=O)OCCC(C)C)c2c1 | -3 | 4 | 23 | 0 | 20 | i | -31 | -0.4 | -3 | -2.1
Cc1ccc(C)c(N2C(=O)C3C4C=CC(CC4)C3C2=O)c1 (stereo not given) | -1 | 8 | -16 | -12 | -19 | -0.4 | 0 | 0.2 | -2 | 0.8
COc1ccc(COC(=O)C2=C(C)NC(=O)NC2c2ccc(OC)c(OC)c2)cc1 (stereo not given) | 5 | 4 | 1 | . | 1 | -0.6 | 9 | 1.3 | -6 | 0.4
O=C(CSc1nnnn1-c1ccc(F)cc1)NCc1cccs1 | 2 | -1 | 17 | 1 | 13 | -0.3 | -17 | 0.9 | 9 | -1.2
O=[N+]([O-])c1cccc(CN2CCCCCC2)c1 | -4 | 16 | -8 | 12 | 4 | -1.7 | 12 | 0.8 | -5 | -0.4
CC([NH2+][O-])C(C)(C)NO (stereo not given) | -1 | -15 | 14 | 2 | -3 | -0.6 | . | . | 3 | 0.1
CCN1CCN(C2=C(NS(=O)(=O)c3ccc(NC(C)=O)cc3)C(=O)c3ccccc3C2=O)CC1 | -7 | 3 | 20 | -4 | -13 | i | -11 | 1.5 | -32 | 1.1
Cc1ccc(OCCNC(=O)CCNS(=O)(=O)c2ccc3ccccc3c2)cc1 | . | -24 | . | 3 | 10 | -1.2 | 5 | 1.2 | -2 | 0.1
CCCN(C(=O)COC(=O)c1cc(CC)c(C)s1)c1c(N)n(Cc2ccccc2)c(=O)[nH]c1=O | . | -10 | . | -3 | 22 | 1.1 | 1 | 0.0 | 4 | -0.3
O=C(NCC1CCCO1)C1CCCN1C(=O)Nc1ccc(Cl)cc1 (stereo not given) | 2 | 8 | 25 | 4 | 2 | 0.1 | -4 | -0.3 | -19 | -0.8
CC(=O)c1cccc(NC(=O)c2ccc(NS(C)(=O)=O)cc2)c1 | -6 | -1 | 0 | 1 | -8 | -0.9 | -16 | . | 1 | -2.0
CCCCc1cn([C@@H](CCCCNC(=O)OC(C)(C)C)C(=O)N2CCN(C(=O)OC(C)(C)C)CC2)nn1 | -1 | 2 | 21 | -6 | 17 | -0.5 | 4 | 1.7 | -3 | -1.7
O=C(COC(=O)c1cnc(Cl)c(Cl)c1)NCc1ccco1 | -2 | 2 | 8 | 1 | -3 | i | 6 | 1.5 | -2 | 0.6
COC(=O)CCC(=O)Nc1ccc(C)cc1OC(=O)CCC(=O)OC | -2 | 3 | 6 | -2 | -1 | 4.2 | -16 | . | 2 | -0.9
COc1ccc(-c2nc(CN3CCN(C(=O)c4ccco4)CC3)c(C)o2)cc1OC | -1 | -2 | 17 | 2 | 16 | -0.9 | -5 | 0.4 | -4 | -0.8

Not all compounds are listed, so the mix of outcomes need not match the whole.
